PDI inh = inhibitors of human PDI, primary screen, biochemical, turbidity, single point, plate reader; Protein disulfide-isomerase (Homo sapiens), P07237; PDI insulin aggregation turbidity, A650, 90 min; inhibition, % at 10 µM; 350,000 tested, 0.052% active; AID 588391, 2011;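 active means mean inhibition across replicates of 30% or more, whatever share of single replicates reach that level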;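 further: absorbance from insulin aggregation driven by PDI reduction with DTT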
Target sequence (P07237 whole entry, looked up): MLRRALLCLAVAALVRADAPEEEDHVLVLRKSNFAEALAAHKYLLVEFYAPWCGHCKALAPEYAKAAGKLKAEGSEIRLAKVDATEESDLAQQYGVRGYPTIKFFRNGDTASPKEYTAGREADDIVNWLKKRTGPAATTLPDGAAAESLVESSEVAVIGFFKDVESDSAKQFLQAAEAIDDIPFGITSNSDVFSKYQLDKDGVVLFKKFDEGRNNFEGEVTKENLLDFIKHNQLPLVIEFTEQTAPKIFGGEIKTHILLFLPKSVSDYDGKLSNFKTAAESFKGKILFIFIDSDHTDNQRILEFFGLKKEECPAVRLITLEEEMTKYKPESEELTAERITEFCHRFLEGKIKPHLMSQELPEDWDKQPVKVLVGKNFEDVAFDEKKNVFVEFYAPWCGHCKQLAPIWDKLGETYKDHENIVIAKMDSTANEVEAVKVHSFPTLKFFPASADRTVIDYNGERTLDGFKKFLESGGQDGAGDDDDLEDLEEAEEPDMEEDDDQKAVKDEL
Granule exo inh = LAMP-1 surface exposure blockers, TALL-104 cells – cell-based, flow cytometry, MLPCN library, primary screen | AID 651702, 2012 | inhibition, % at 10 µM | 360,000 tested, 0.66% active | TALL-104 LAMP-1 surface exposure; cells stimulated with thapsigargin and PMA;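 active means inhibition above about 55%, limit read from the data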
aDG glyco up = activators of alpha-DG glycosylation, primary screen, uHTS, Pro5-aDG cells, AlphaScreen; 360,000 tested, 0.22% active; alpha-DG glycosylation AlphaScreen (IIH6); 0% Pro5, 100% B10-LARGE cell signal; activation, % at 10 µM; AID 624168, 2012;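 active means activation of at least 8% versus controls, or a plate z-score of at least 8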;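 further: Pro5 are CHO cells carrying HIG-tagged alpha-DG that lacks glycosylation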
NR2E3 ag-1 = NR2E3 agonists in two-hybrid cells, primary screen, cell-based, luminescence, CHO-S, Gal4-NCOR/VP16-NR2E3; luciferase; AID 602229, 2012; inhibition of corepressor binding, % at 3.98 µM; Photoreceptor-specific nuclear receptor (Homo sapiens), Q9Y5X4; 360,000 tested, 0.35% active;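 active means inhibition above the mean of all tested compounds plus 3 SD, cut at about 70% in these data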;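 further: 0% = DMSO with NR2E3 transfected cells and 100% = cells lacking NR2E3 construct; higher means lower luciferase signal from less NR2E3 corepressor binding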
Target sequence (Q9Y5X4 whole entry, looked up, the tested form may be a part): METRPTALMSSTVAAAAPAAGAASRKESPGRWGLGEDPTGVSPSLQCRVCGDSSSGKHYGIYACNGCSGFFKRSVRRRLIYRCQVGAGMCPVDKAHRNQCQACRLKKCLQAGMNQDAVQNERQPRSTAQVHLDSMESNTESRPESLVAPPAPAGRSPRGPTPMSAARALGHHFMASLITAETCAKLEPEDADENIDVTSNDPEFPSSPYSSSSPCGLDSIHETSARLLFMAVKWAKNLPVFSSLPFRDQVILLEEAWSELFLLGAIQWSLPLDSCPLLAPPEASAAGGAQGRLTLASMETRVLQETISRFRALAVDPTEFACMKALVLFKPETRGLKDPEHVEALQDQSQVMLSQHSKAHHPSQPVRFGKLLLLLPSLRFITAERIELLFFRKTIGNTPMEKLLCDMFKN
Vif inh = HIV Vif self-association inhibitors, primary screen, imaging, HEK293T, single point | HEK293T cells, Vif self-association by quenched fluorescence, 24 h | inhibition, % at 7.49 µM | 340,000 tested, 0.35% active | AID 602346, 2012; in the data active means inhibition above about 50%, passing the limit was not always enough; further: some results filed as inactive read as strong as hits
HIF-2a inh = HIF-2a reporter inhibitors, primary screen, luminescence, 786-0 RCC cells | 786-0 RCC cells HIF-2a reporter, luciferase luminescence, overnight | inhibition, % at 18.8 µM | AID 624352, 2012 | 360,000 tested, 0.72% active;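 active means inhibition of the luminescence signal of 40% or more relative to plate controls, in a single-dose primary screen at 18.75 µM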
NR2E3 ag-2 = inhibitors of NR2E3-RetCOR corepressor binding, primary screen, NR2E3 agonist project, biochemical, TR-FRET, GST-NR2E3, biotin-RetCOR. inhibition of corepressor binding, % at 4.78 µM. 320,000 tested, 0.12% active. Photoreceptor-specific nuclear receptor (Homo sapiens), Q9Y5X4. AID 2300, 2010. 1536-well;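 active means percent inhibition above the cutoff of mean plus 3 SD of all tested compounds, set per screening campaign, cut at about 20% in these data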;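 further: 0% = DMSO wells and 100% = biotin wells as full block of FRET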
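System: GST-tagged NR2E3 plus biotinylated RetCOR corepressor; Amount: 1.35 nM GST-tagged NR2E3 final; Dosing: single nominal compound dose of 4.8 µM; Schedule: 5 h incubation at 4 °C; Technique: TR-FRET with europium anti-GST and streptavidin-D2, 340 nm excitation; Controls: biotin wells as high control, 0.6% DMSO wells as low control.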
TRPM1 prom inh = inhibitors of MITF-dependent TRPM1 promoter reporter, primary screen, cell-based, SK-MEL-5, single point, luciferase; SK-MEL-5 TRPM1 promoter luciferase, 24 h; 330,000 tested, 0.83% active; inhibition, % at 12.5 µM; AID 488899, 2010;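 active means mean inhibition across replicates of 60% or more, whatever share of single replicates reaches that level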; further: values of inactives mirror those of a sister screen read the other way
iPSC survival up = enhancers of single-cell hiPSC survival, primary screen, ATPlite luminescence | 100% = ROCK inhibitor wells, 0% = DMSO | survival enhancement, % at 20 µM | 360,000 tested, 0.044% active; in the data active means survival enhancement above about 18%;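 further: cells exposed to compounds for 16 hours before the ATP read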
CaV13 ICDI inh = Primary screen for inhibitors of IQ motif and Ca2+-dependent inactivation inhibitor domain binding in CACNA1D, Förster resonance energy transfer in living cells, …; inhibition, % at 12.3 µM; 340,000 tested, 0.098% active; HEK cells, CFP/YFP FRET ICDI-IQ, plate reader, 10 min; percent FRET-ratio fall versus neutral wells;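 active means mean replicate inhibition of at least 30% and at least 1% of replicates passing that level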;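 further: 0% = median of the neutral control wells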
Peg3 promoter = Peg3 promoter-driven luciferase inhibitors, primary screen, cell-based, HeLa, luciferase luminescence; HeLa PEG-Prom luciferase reporter, overnight; inhibition, % at 20 µM; 360,000 tested, 1.7% active; AID 588405, 2011;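 active means inhibition of at least 50% at 20 µM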
Starred values were filed as active, the others as inactive; . = no result given. Random draw from the library, and some 3.5% of all compounds hit somewhere here.

Sequence of screens – iPSC survival up, CaV13 ICDI inh, TRPM1 prom inh, PDI inh, aDG glyco up, Peg3 promoter, NR2E3 ag-2, Vif inh, NR2E3 ag-1, HIF-2a inh, Granule exo inh
O=C(CCCC(=O)NN=Cc1ccc(Cl)cc1Cl)NN=Cc1ccc(Cl)cc1Cl
 : -1.8, -11, -12, -16, 0.0, 1, ., -2, -5, 12, 7
CN1C(=O)NC(c2ccc(Cl)cc2)C2=C1CC(C)(C)CC2=O (stereo unspecified)
 : -0.3, -10, -1, 0, 0.3, 6, 2, -2, -28, 17, 3
COc1ccc(-c2csc(Cc3nnc(N4CCOCC4)n3-c3ccccc3)n2)cc1OC
 : 0.0, -4, 13, 17, 0.0, 46, -1, -1, -4, -10, 0
O=C(Nc1ccncc1)Nc1cccc(Cl)c1Cl
 : 0.2, -6, 16, 0, 0.6, -46, ., -8, -9, -48, 0
O=C(Cc1c(F)cccc1Cl)Nc1ccccc1C(=O)N1CCOCC1
 : -0.4, -4, 4, 5, -0.3, 0, -3, ., -15, 2, 1
CCN(CC)C(CNS(=O)(=O)c1ccc(Cl)cc1)c1ccccc1 (stereo unspecified)
 : 0.1, -1, 4, 2, -0.2, 7, 5, 4, 18, 9, -5
COC(=O)Cc1csc(/N=C/c2c(O)n(-c3cccc(C(F)(F)F)c3)c(=O)c3ccccc23)n1
 : 1.0, -30, 27, -2, -0.7, 38, 5, -4, 2, 21, -2
Cc1ccccc1Nc1c([N+](=O)[O-])ccc2nonc12
 : -0.5, -5, -1, -12, -0.3, 13, -2, 19, 14, 26, 6
CC12CCC(C)(c3nc4ccccc4nc31)C2(C)C
 : 0.1, -5, -4, -5, -0.2, -10, 4, 0, 19, 7, -1
CN1CCN(CCCNC(=O)CN2C(=O)COc3ccccc32)CC1
 : 0.9, -3, 3, 3, -0.2, 4, -1, -9, 6, 10, -13
CC(=O)c1sc(NC(=O)c2ccccc2)nc1-c1ccccc1
 : -0.8, -2, -72, -1, 0.4, -344, -7, 1, -93, -384, 5
CC(=O)Oc1c(C)c(OC(C)=O)c2c(c1C(C)=O)OC1CC(=O)C(C(C)=O)=C(O)C21C (stereo unspecified)
 : -0.6, -4, -9, -2, 0.0, -16, -2, 4, -23, 10, 4
COC(=O)c1c(NC(=O)C2CC(=O)NN2Cc2ccccc2)sc(C)c1C (stereo unspecified)
 : -0.4, -5, 15, 7, -0.1, 14, 0, 32, -6, 9, -3
NC(=O)NCCc1ccccc1
 : -1.4, -10, 1, -2, 0.2, -4, 3, ., -23, 4, 4
CC(=O)Nc1ccc(S(=O)(=O)N(C)CC(=O)N/N=C/c2ccncc2)cc1
 : -0.5, -3, -2, 6, -0.3, 16, 2, -2, -14, 11, -7
O=C(CCc1ccc(Oc2cc([N+](=O)[O-])cc([N+](=O)[O-])c2)cc1)N1CCCCCC1
 : -0.1, -3, 3, -3, 2.1, 10, 0, 2, 18, 22, 1
CC1CN(C(=O)c2ccc(NS(=O)(=O)c3ccc(F)cc3)cc2)CC(C)O1 (stereo unspecified)
 : -0.5, -5, -8, 5, 0.0, 1, 0, ., -2, 20, 0
COc1c(F)cc2[nH]c3c(c2c1F)CCNC3=O
 : 0.4, -4, 16, 4, 0.3, 12, 0, 28, 5, -5, 1
CC(C)(C)OC(=O)[C@H](Cc1ccccc1)NC(=O)c1[nH]cnc1C(=O)Nc1cccc(Cl)c1
 : -1.2, -2, 15, -4, 0.4, 32, 3, 0, 0, 18, 6
Cc1cc(-c2ccccc2)nc(N(C)NC(=O)C2CC2)c1S(C)(=O)=O
 : -0.6, -5, 7, 2, 0.0, -3, 3, 1, -8, 10, 2
CCOc1ccc(CN(C)CC(=O)Nc2ccc(N3CCOCC3)cc2)cc1OC
 : -1.5, -3, -12, -9, -0.2, 19, 1, 16, -5, 8, -5
O=C(NC(=S)Nc1cc(S(=O)(=O)N2CCOCC2)ccc1N1CCOCC1)c1ccco1
 : -0.4, 8, 8, 1, -0.7, 20, 3, 3, -6, 18, -5
CCn1c(C(=O)N2CCCC(C(=O)NCCCc3ccccc3)C2)cc2sccc21 (stereo unspecified)
 : -1.0, -11, 17, 12, 0.8, 26, -2, -7, 18, 2, 0
Cc1ccc2nc(-c3ccc(NC(=O)COC(=O)c4ccc(=O)[nH]c4)cc3)sc2c1
 : -1.7, -3, -9, -29, 0.2, -189, -5, 1, -117, -85, -4
C=CC[C@@H](CC(=O)N[C@@H](CO)Cc1ccccc1)C(=O)N[C@@H](C)COC(=O)[C@@H](CC=C)Cc1ccc(F)cc1
 : 2.6, -5, 6, 2, 0.2, 6, ., 3, -1, 18, 0
COc1ccc(NC(=O)c2coc3ccccc23)cc1OC
 : -0.8, ., -112, -7, 0.1, -222, 2, 6, -56, -256, 2
O=C(NC12CC3CC(CC(C3)C1)C2)N1CCN(C(=O)c2ccco2)CC1
 : -0.8, -5, -3, 8, -0.1, -18, -4, 12, 20, -34, -1
Cc1ccc(NC(=O)c2sc(N)nc2-c2ccc([N+](=O)[O-])cc2)cc1C
 : 0.1, -3, -12, 1, -0.1, 13, 2, 0, 3, -13, 17
CCOC(=O)c1c(-c2ccccc2)csc1/N=C/C1C(=O)CCCC1=O
 : -1.1, -8, -1, -23, 0.3, -7, 2, -10, -3, 3, -2
COCCNC(=O)CN(c1ccccc1OC)S(C)(=O)=O
 : 2.8, -7, -7, -3, 0.0, -2, 6, -3, 15, 9, -3
Clc1ccc(/C(Cc2nc3ccccc3[nH]2)=N\Nc2ccccc2)cc1
 : -3.2, -4, -61, -6, -0.5, -152, -2, 6, -36, -216, 6
CC(=O)Nc1cccc(-c2csc(C(O)c3ccc(F)cc3)n2)c1 (stereo unspecified)
 : -1.3, -4, ., 0, -0.1, -30, ., -3, -35, -36, 2
O=C(Oc1ccc([N+](=O)[O-])cc1)c1cc(-c2ccccc2)nc2ccccc12
 : -0.3, -12, 4, 0, -0.2, 2, -2, 1, -2, 4, -1
O=C(NCC1COc2ccccc2O1)c1cccc(S(=O)(=O)N2CCCCC2)c1 (stereo unspecified)
 : 3.0, -2, 13, 8, 0.2, 8, 2, -3, 7, 4, -1
CCCC(C)NCC(=O)Nc1ccccc1-c1ccccc1 (stereo unspecified)
 : -2.3, -6, 11, -1, 0.2, 19, 1, -23, 4, 18, -5
O=C(COC(=O)c1cccc(-n2cnnn2)c1)c1ccccc1
 : 0.1, -10, -12, 4, 0.4, -18, 3, 2, -36, -30, 0
O=C1N(O)C2(C=CCCC2)/C(=N\O)C12CCCCC2 (stereo unspecified)
 : -3.9, -5, 7, 1, -0.3, 3, 1, -2, -14, 5, 8
CCN(CC)C(=O)[C@H]1C[C@H](CC(=O)NCCc2ccccn2)C(=O)N2CCc3c([nH]c4cc(-c5ccco5)ccc34)[C@]12C
 : -0.7, -7, 12, 27, 0.4, 1, ., -7, -67, -25, 5
Cn1c2ccccc2n2c(=O)c(=O)n(CC(=O)c3ccc(F)cc3)nc12
 : 1.8, -4, 9, 11, -0.1, 8, 3, -1, 7, -22, -2
COc1ccc(N2CCN(C(=O)c3cccc(Br)c3)CC2)c([N+](=O)[O-])c1
 : -0.8, -4, -10, 4, 0.1, 25, -2, 10, -10, 6, -7
CC(C)C[C@H](NC(=O)c1[nH]cnc1C(=O)Nc1ccc(CNC(=O)OC(C)(C)C)cc1)C(=O)OC(C)(C)C
 : -1.6, -6, 10, 10, -0.4, 22, -1, -10, 8, 13, 13
CC(=O)c1cccc(CN2CCN(C(C)C)C(CCO)C2)c1 (stereo unspecified)
 : 2.7, -18, -13, -3, 0.0, -1, 5, 4, 0, 11, -3
CN(CC(=O)Nc1ccc(F)cc1)C(=O)C1Cc2ccccc2CN1S(C)(=O)=O (stereo unspecified)
 : 1.9, ., 8, 2, -0.2, -14, ., 3, -9, -15, -3
OC(c1ccc2ccccc2c1)c1ncc(-c2cccc3ccccc23)[nH]1 (stereo unspecified)
 : 8.2, -11, ., -2, -0.3, 26, ., -7, -27, 9, 16
NC(=O)COc1ccc(-n2cnnn2)cc1
 : 0.2, -3, -7, -4, 0.0, 5, 5, 8, 17, 31, -2
O=P(CCNCc1ccco1)(c1ccccc1)c1ccccc1
 : 1.5, -7, 1, 2, -0.1, 16, 3, 1, 8, -5, 1
CC(C)C(=O)Nc1nnc(CCc2nnc(NC(=O)C(C)C)s2)s1
 : 1.5, 0, 1, -8, 0.1, 8, 2, 2, -16, 4, -2
O=Cc1cn(CCOc2ccccc2)c2ccccc12
 : -0.6, -2, -22, -3, 0.0, -40, 3, -2, -37, 19, 2
O=C(CSc1n[nH]c(-c2cccnc2)n1)Nc1ccccc1
 : 1.7, 0, 8, -12, -0.1, 4, 4, -3, 20, -4, -2
COc1ccc(N2CCN(C(=O)c3cccc(NC(=O)c4ccco4)c3)CC2)cc1
 : -0.2, ., 2, -5, 0.1, 4, 0, 17, -12, 8, 0
Cc1ccc(-c2n[nH]c(=S)n2/N=C/c2c(C)[nH]n(-c3ccccc3)c2=O)cc1
 : -0.5, -5, -3, 25, -0.1, -4, -2, 22, -4, 4, 0
CCCN(CCC)C(=O)Cn1c(=O)n(CCCCC(=O)NC2CCCC2)c(=O)c2ccccc21
 : 1.4, -7, 2, 10, 0.1, -5, 0, -1, -8, -3, 2
COc1ccc(CNCc2c(C(=O)N(C)C)nc3ccc(Cl)cn23)c(OC)c1
 : -0.1, -4, 16, 6, 0.0, 11, 1, -10, -7, 3, -2
CCOc1ccc(Nc2ncnc(N)n2)cc1
 : 0.2, -7, -13, 2, -0.1, -22, 3, 4, -14, -35, 1
Cc1cccc2cc(CN(Cc3ccc(F)cc3)C(=O)C(F)(F)F)c3nnnn3c12
 : 3.2, -5, 8, -2, -0.1, -16, -2, -1, -19, 7, 1
COCCn1c(C)cc(C(=O)COC(=O)c2ccc(NC(=O)CC#N)cc2)c1C
 : 0.2, -2, -30, -2, -0.5, -191, 2, -4, -59, -160, -1
Cc1cc(NC(=O)OC(C)C)ccc1-c1ccc(NC(=O)OC(C)C)cc1C
 : -0.5, -18, 14, -4, 0.2, 6, 4, -4, -15, 0, 2
COc1cccc(CN(C(=O)c2cc3ccccc3oc2=O)C2CC2)c1
 : -0.4, -6, -54, 2, 2.0, -148, -2, -10, -25, -109, 1
Fc1ccc(C(c2nnnn2C2CCCC2)N(Cc2ccco2)CC2CCCO2)cc1 (stereo unspecified)
 : -0.5, ., 11, -3, 0.2, 32, -1, -12, -24, 15, 26

Compound activity (PubChem)
